Assay outcomes as filed in PubChem BioAssay.
Abeta rescue – A-beta toxicity reversal in yeast; yeast expressing A-beta42, growth rescue, OD600, 48 h; response scale: 0% DMSO, 100% iron-clioquinol control; Potency, µM (series often up to 46.1 µM), without a hit: at the highest dose growth rescue, actives largely listed as activators; 410,000 compounds, 0.063% hits; AID 1347071; note: potency is the fitted concentration of half-maximal effect; nearly all actives have a fitted effect of over 55% in size
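Yeast growth medium received pinned compounds, then yeast cells expressing toxic A-beta were added; plates incubated at 30 C for 48 hr. Growth read as absorbance at 600 nm, normalized to DMSO and equimolar FeCl3 plus clioquinol controls.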
FUS yeast rescue – suppressors of FUS proteinopathy in yeast | S. cerevisiae FUS-expressing, growth rescue, OD600, 24 h | Potency, µM (titrated, usually from 76.6 µM), for inactives: at the highest dose growth rescue (activation), actives largely listed as activators | 390,000 compounds, 0.24% hits | AID 1347120;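 note: potency is the fitted concentration of half-maximal effect; plate controls were DMSO vehicle for no effect and reference control for full effect; nearly all actives have a fitted effect of over 55% in size; some results filed as inactive show a strong effect at the top dose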
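Restored growth of FUS-toxic S. cerevisiae, read as 600 nm absorbance after 24 h at 30C in galactose medium (starting OD 0.005). Controls CP55940 and DMSO.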
aSyn rescue – alpha-synuclein toxicity inhibition in yeast; Yeast expressing alpha-synuclein, growth rescue, BacTiter-Glo, 24 h; Potency, µM (doses to about 46.1 µM), for inactives: at the top dose growth rescue (activation), most hits filed as activators; 370,000 compounds, 0.14% hits; note: potency is the fitted concentration of half-maximal effect; % of control where 0% means no effect; nearly all actives have a fitted effect of over 65% in size
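Galactose-induced alpha-syn yeast (OD600=0.02, raffinose-pregrown) + pinned cpd, 24 hr, 30 deg C; growth by BacTiter-Glo luminescence. Growth restoration scores as activation.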
D3 ag – D3 dopamine receptor (human) agonism. P35462. D3R DiscoveRx beta-arrestin cells, luminescence, 90 min. max activation, %. 410,000 compounds, 0.58% hits. AID 652048; in the data active = max activation above about 30%; note: 0% is about no effect; mostly tested at two doses, the higher about 12 µM
Target sequence (P35462 whole entry, looked up): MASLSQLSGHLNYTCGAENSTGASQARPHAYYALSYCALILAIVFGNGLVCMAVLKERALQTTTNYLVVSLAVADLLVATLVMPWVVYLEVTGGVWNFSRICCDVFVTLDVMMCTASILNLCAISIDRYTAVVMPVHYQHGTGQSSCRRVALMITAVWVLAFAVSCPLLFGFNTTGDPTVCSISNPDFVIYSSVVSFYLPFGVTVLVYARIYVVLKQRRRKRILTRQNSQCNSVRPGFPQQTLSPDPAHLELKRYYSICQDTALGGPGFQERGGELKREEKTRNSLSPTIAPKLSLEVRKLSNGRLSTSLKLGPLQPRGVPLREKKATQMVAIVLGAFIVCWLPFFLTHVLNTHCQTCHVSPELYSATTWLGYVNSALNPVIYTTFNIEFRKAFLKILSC
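Agonist mode: compounds and dopamine controls were applied to plated cells for 90 min at 37 degrees C after an overnight attachment at 1500 cells/well. Luminescent read-out followed 30 - 60 minutes at room temperature with DiscoveRx detection reagent.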
D3 antag – blocks the human D3 dopamine receptor | D3R cells, DiscoveRx beta-arrestin luminescence, antagonist mode; active compounds read low | 360,000 compounds, 2.5% hits | max response, negative = inhibition, % | P35462; in the data active = max response below about -50%; inconclusive = no clear call, values can overlap the other calls; note: % is set by controls: 0 for no effect and ±100 for the full control effect; mostly tested at two doses, the higher about 12 µM
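Cells plated overnight at 1500 cells/well, then exposed to library compounds with dopamine controls for 90 minutes at 37 degrees C. DiscoveRx reagent added for 30–60 minutes at room temperature; luminescence read, quantitative HTS format.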
EPAC2 antag – antagonists of human EPAC2; Q8WZA2; EPAC2 GEF exchange of Rap1B-BODIPY-GDP, fluorescence; Potency, µM (highest dose often 114 µM), inactives show at the top dose activity, negative = inhibition, usual class: inhibitors; 360,000 compounds, 0.18% hits; note: potency is the fitted concentration of half-maximal effect; % is set by controls: 0 for no effect and ±100 for the full control effect; nearly all actives have a fitted effect of over 45% in size; many of its hits are not listed in these tables
TDP43 rescue – TDP-43 toxicity inhibition in yeast | 410,000 compounds, 1.8% hits | TDP-43 expressing yeast growth rescue, BacTiter-Glo, 24 h | Potency, µM (series often up to 46.1 µM), inactives show at the top dose growth rescue (activation), hits mostly activators; note: potency is the fitted concentration of half-maximal effect; % of control where 0% means no effect; nearly all actives have a fitted effect of over 50% in size
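Yeast cells expressing TDP-43 under galactose induction are exposed to compounds for 24 hr at 30 deg C. BacTiter-Glo luminescence measures growth, so protective compounds score as activators.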
EPAC2 ag – activates human EPAC2 exchange factor. Q8WZA2. EPAC2 activation, biochemical qHTS; response scale: 100% = 6.5 mM cAMP response. Potency, µM (titrated, usually from 154 µM), inactives show at the highest dose activation, most hits filed as activators. 360,000 compounds, 0.079% hits; note: potency is the fitted concentration of half-maximal effect; nearly all actives have a fitted effect of over 50% in size
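Compounds were titrated in qHTS against a Rap1B-BODIPY-GDP (250 nM) complex with EPAC2 (100 nM) and GDP (50 uM). BODIPY-GDP release tracked at 480/540 nm over 30 min at room temperature, normalized to 6.5 mM cAMP.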
Starred values were filed as active, the others as inactive; ? = inconclusive; / = no result given; & = joins results of further samples; [ ] = remark or other dose. Unless noted, calls come from the whole dose curve; as a rule, active = well fitted curve in the direction sought with a large enough effect; inconclusive = small, poorly fitted or top-dose-only effect, or another doubt; inactive = no such curve, though single readings can be large; an effect the other way counts as inactive or inconclusive. These rows are one share of the data; count on the stated rates, not on these rows.

SMILES	Abeta rescue	FUS yeast rescue	aSyn rescue	D3 ag	D3 antag	EPAC2 antag	TDP43 rescue	EPAC2 ag
Cc1cc(NC(=O)CN2CCCC(C)C2)no1 (stereo unspecified)	15%	-11%	-8%	3	8	6%	-1%	7%
O=C(Nc1ccc2c(c1)OCO2)c1cnn2cccnc12	-10%	13%	0%	9	-9	-4%	-1%	6%
O=C(COc1ccc(S(=O)(=O)N2CCOCC2)cc1)NCCc1ccccc1	8%	-14%	-2%	11	-16	2%	-24%	6%
Cc1cccc(N(CC(=O)NC2CCCCC2)C(=O)CCCC(=O)Nc2ccccn2)c1C	-1%	16%	1%	4	1	5%	3%	6%
Cc1ccc(C[n+]2cc(-c3ccc(Cl)cc3)n3c2CCC3)cc1	0%	20%	-5%	-11	-6	5%	-7%[1.82 µM]	3%
COc1ccc(/C=C2\SC(=O)N(CCC(=O)N3CCCCC3)C2=O)cc1OC	-8%	18%	6%	-17	3	-17%	0%	-2%
COc1ccc(CNS(=O)(=O)CCNC(=O)c2ccc3c(c2)OCO3)cc1	-5%	17%	0%	-4	3	4%	-9%	8%
CC(=O)Nc1ccc(NC(=O)C(C)OC(=O)CNS(=O)(=O)/C=C/c2ccc(C)cc2)cc1 (stereo unspecified)	5%	23%	-5%	2	-54*	-3%	17%	-3%
O=C1/C(=C\c2ccc(O)cc2)SC(=S)N1c1cccnc1	-8%	-1%	-7%	-10	-28	0%	-11%	13%
O=C(c1cc(-c2cccs2)on1)N1CCCc2ccccc21	6%	16%	2%	1	6	-9%	?	7%
COc1ccc(OC)c(CN2CCN(C(=O)c3ccco3)CC2)c1	13%	3%	-10%	6	4	-9%	-12%	8%
CC(=O)NC1(c2ccccc2)CCN(c2cc(C)nc(-c3ccccc3)n2)CC1	-17%	6%	-4%	-2	7	-17%	-13%	2%
COCC(=O)Nc1cc(=O)n(C)c(=O)n1C	6%	-19%	0%	6	1	4%	16%	22%
COc1ccc(NC(=O)c2cc3cc(OC)ccc3oc2=O)cc1	-13%	-42%	4%	14	24	3%	-3%	-4%
CC1=C(C(=O)OCc2ccc(C)cc2)C(c2ccc(O)c([N+](=O)[O-])c2)NC(=O)N1 (stereo unspecified)	-16%	7%	-6%	4	-25	2%	-20%	9%
O=C(CN(Cc1ccccc1)S(=O)(=O)c1ccc(Br)cc1)N/N=C/c1ccccc1C(=O)O	-8%	-27%	-10%	2	-11	?	-2%	0%
Cc1c2cnn(-c3ccccc3)c(=O)c2c(C)n1C(C)C(=O)Nc1ccccc1C(F)(F)F (stereo unspecified)	-10%	31%	/	-3	/	/	4%	/
O=S1(=O)CCN(OCc2ccc(F)cc2Cl)CC1	4%	1%	5%	1	-10	-10%	-18%[0.397 µM]	2%
COc1ccccc1OCc1ccc(C(=O)NCCN(C)C)o1	0%	4%	1%	0	4	2%	-2%	4%
O=C(COC(=O)c1ccc2ccccc2n1)Nc1ccccc1F	4%	-7%	-4%	-10	-17	-7%	?	9%
CCc1cccc(CC)c1NC(=O)c1ccc(-n2cncn2)nc1	1%	44%	-2%	2	-5	1%	-16%	-4%
COc1ccc([C@@H]2[C@@H]3C(=O)N(C(C)(C)C)C(=O)[C@@H]3[C@]3(Cc4ccccc4)C(=O)N(c4ccc(C)cc4)C(=O)N23)cc1	3%	32%	-1%	14	19	-23%	20%	-16%
O=c1[nH]c2cc([N+](=O)[O-])ccc2c2ccccc12	14%	/	16%	-10	3	-12%	?	0%
CN(CC(=O)O/N=C(\N)c1ccccn1)S(=O)(=O)c1ccc(Br)cc1	-24%	-4%	16%	-5	-9	6%	-21%	-22%
COc1cc([N+](=O)[O-])ccc1NC(=O)Cn1ccsc1=N	4%	31%	-4%	-19	-5	7%	-13%[0.397 µM]	2%
Cc1cc(-c2cc(C(=O)NCc3ccccc3)on2)nc(NCC2CC2)n1	7%	-6%	11%	-24	0	-8%	4%	-1%
Cc1ccc(N(C(=O)c2csnn2)C(C(=O)NC2CCCC2)c2ccccn2)c(C)c1 (stereo unspecified)	1%	-14%	0%	3	3	-2%	0%	11%
COc1ccc(CNC(=O)C2CC(c3cccc(OC)c3)=NO2)cc1 (stereo unspecified)	3%	9%	5%	2	4	-16%	25%	-6%
O=C(Nc1nc(-c2ccc(-c3ccccc3)cc2)cs1)c1cc([N+](=O)[O-])ccc1N1CCOCC1	-6%	-10%	1%	-3	-11	0%	5%	0%
CNc1ccccc1C(=O)OCC(=O)c1ccc(F)cc1	-4%	3%	-16%	-5	-24	2%	-4%	15%
Cc1cn([C@H]2C[C@H](O)[C@@H](CNC(=O)[C@@H]3C[C@H](F)CN3)O2)c(=O)[nH]c1=O	5%	-29%	0%	4	26	-10%	0%	5%
CCc1ccc(Nc2nnc(SCC(=O)Nc3sccc3C(N)=O)s2)cc1	11%	/	-9%	-1	25	-3%	-15%	4%
COc1ccc(/C=C(/NC(=O)c2ccc(C)cc2)c2nc3ccccc3[nH]2)cc1OC	8%	?	0%	-17	-65*	2%	-12%	-25%
O=C(NCCN1CCC(n2c(=O)[nH]c3ccccc32)CC1)c1ccc(F)c(C(F)(F)F)c1	-3%	-1%	-2%	-14	-84*	1%	11%	4%
Cc1cc(Br)c(NC(=O)COC(=O)C2CC2C)c(Br)c1 (stereo unspecified)	23%	-10%	3%	2	11	8%	?	3%
CCCn1c2ccccc2c2cnn(CC(=O)Nc3cc(C)c(Cl)cc3OC)c(=O)c21	-21%	8%	/	6	/	/	-5%	/
Cc1ccc(-c2ccc(=O)n(Cc3ccc(F)cc3)n2)cc1	-1%&1%	21%&0%	14%	-5&5	-2	-13%	15%&3%	14%
CN(C)c1ccc(C(C(=O)NCC2CCCO2)N(C(=O)c2snc(C(N)=O)c2N)c2ccccc2)cc1 (stereo unspecified)	16%	28%	8%	5	47	-6%	-9%	-4%
O=C(O)CCSc1nc2ccccc2s1	1%	21%	8%	4	-72*	11%	?	-2%
Cc1ccc(S(=O)(=O)N[C@H](C(=O)N2CCC(C(=O)N[C@@H](CCC(N)=O)C(=O)O)CC2)C(C)C)cc1	-7%	-4%	4%	-12	0	13%	4%	3%
COc1cc(/C=N/NC(=O)CCN2CCN(C(c3ccccc3)c3ccccc3)CC2)ccc1O	-8%	32%	-5%	-20	-9	-16%	-29%[9.22 µM]	8%
c1ccc(-n2ncc3c(NCC4CCCO4)ncnc32)cc1 (stereo unspecified)	11%	7%	5%	1	19	0%	23%	-7%
COc1cc(C2C(C#N)=C(N)N(N(C)C)C3=C2C(=O)CCC3)ccc1O (stereo unspecified)	-25%	16%	-9%	11	14	1%	-8%	9%
O=C(CNS(=O)(=O)c1ccc(Br)cc1)NC1CCCC1	7%	/	1%	-2	-16	12%	-4%	0%
COc1ccc(Cn2nnc(C(=O)Nc3ccc4c(c3)OCCO4)c2N)cc1Br	-1%	17%	0%	-1	-22	-6%	11%	8%
Cc1cccc(N2CC(C(=O)Nc3nnc(SCc4cccnc4)s3)CC2=O)c1 (stereo unspecified)	13%	45%	1%	1	-12	6%	-7%	2%
CCC(C)NC(=O)c1ccc(CSc2nc3ccncc3n2Cc2ccc(F)cc2)cc1 (stereo unspecified)	5%	-4%	-1%	2	-1	-19%	8%	-2%
Oc1cnc2ccccc2c1CN1CCOCC1	-12%	-9%	2%	-3	-77*	-7%	-9%	5%
Cc1oc(-c2ccccc2Cl)nc1CSCC(=O)NC1CCCC1	-9%	32%	3%	-4	-9	0%	?	-6%
Cc1onc(-c2c(Cl)cccc2Cl)c1C(=O)ONC(=O)c1ccccc1	22%	-14%	0%	-4	-10	-1%	11%	2%
COc1ccc2cc(CN(CCCN3CCOCC3)Cc3nnnn3C3CCCCC3)c(=O)[nH]c2c1	-17%	20%	1%	-35	-50*	18%	-25%	12%
CCOc1ccc(S(=O)(=O)N(CC)CC(=O)NCc2cccnc2)cc1C	-15%	-11%	-5%	4	14	-2%	-11%	9%
COc1cccc(-c2cc(C(=O)N3CCCCCC3)no2)c1	-9%	0%	-9%	-1	?	0%	?	19%
Cc1ccc(-c2nc3c(cnn3-c3ccccc3)c(=O)o2)cc1	-16%	3%	-7%	-8	-1	-8%	-12%	11%
O=[N+]([O-])c1cccc(C2CC(c3ccccc3)=NN2c2ccccc2)c1 (stereo unspecified)	7%	18%	-6%	-8	?	-2%	?	21%
Cc1cc(C)c(NC(=O)Cn2c(=O)n(CCCCC(=O)NCc3ccccc3Cl)c(=O)c3ccccc32)c(C)c1	0%	-28%	/	-9	/	/	6%	/
Cc1cc(NC(=O)C2CCN(S(=O)(=O)Cc3ccccc3)CC2)ccc1-n1cnnn1	10%	?	-1%	-2	-2	-11%	-38%[inhibitor]	4%
CCCOC(=O)c1ccc(Cl)c(NC(=O)c2ccc(-c3ccccc3)cc2)c1	5%	-13%	8%	0	-4	12%	-12%	12%
Cc1ccc(/C=[N+](\[O-])c2ccc(N(C)C)cc2)c2nsnc12	-95%[inhibitor]	45%	-75%[inhibitor]	-6	?	6%	22%[9.22 µM]	4%
COc1cc(NC(=O)Cn2nc3c(cc2=O)CC(C)CC3)cc(OC)c1OC (stereo unspecified)	-6%	-5%	/	-6	/	/	16%	/
OC[C@@H]1CN(Cc2ccc(-c3ccccc3)cc2)C[C@H](n2cnc3c(N4CCCC4)ncnc32)O1	-5%	23%	19%	1	0	-8%	11%	8%
NC(=O)c1ccccc1N/C=C/C(=O)c1ccc(Cl)cc1Cl	15%	0%	2%	-1	-20	-4%	11%	17%
CN(C)S(=O)(=O)c1ccc(C(=O)N2CCCC2c2nc3ccccc3s2)cc1 (stereo unspecified)	-6%	-2%	-8%	5	26	8%	3%	-4%

3 entries picked at random from the list so far, as already listed:
SMILES	Abeta rescue	FUS yeast rescue	aSyn rescue	D3 ag	D3 antag	EPAC2 antag	TDP43 rescue	EPAC2 ag
Oc1cnc2ccccc2c1CN1CCOCC1	-12%	-9%	2%	-3	-77*	-7%	-9%	5%
Cc1cccc(N2CC(C(=O)Nc3nnc(SCc4cccnc4)s3)CC2=O)c1 (stereo unspecified)	13%	45%	1%	1	-12	6%	-7%	2%
Cc1cc(NC(=O)C2CCN(S(=O)(=O)Cc3ccccc3)CC2)ccc1-n1cnnn1	10%	?	-1%	-2	-2	-11%	-38%[inhibitor]	4%
